Source: PubChem
IP6K1 inhibitor – blocks human inositol hexakisphosphate kinase 1; Q92551; activity change, % (series mostly up to about 58 µM); actives 0.81% (n = 140,000); IP6K1 kinase, ADP-Glo luminescence, 2 h; stronger effect = lower value; in the data active = activity change below about -25%
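ADP-Glo luminescence measures ADP made by human IP6K1 during a 2 h RT reaction with ATP/IP6 (mix at 1.3 mM/130 uM); top library doses 57.5 and 19.1 uM final.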
FLuc inh – Photinus pyralis luciferase inhibition; P08659; purified P. pyralis luciferase, luminescence, biochemical; Potency, µM (doses to about 115 µM), inactives show at the top dose activity change, negative = inhibition, usual class: inhibitors; actives 2.5% (n = 76,000); AID 1347043; also: potency is read from the fitted curve at half-maximal effect; nearly all actives have a fitted effect of over 65% in size
Target sequence (P08659 whole entry, looked up): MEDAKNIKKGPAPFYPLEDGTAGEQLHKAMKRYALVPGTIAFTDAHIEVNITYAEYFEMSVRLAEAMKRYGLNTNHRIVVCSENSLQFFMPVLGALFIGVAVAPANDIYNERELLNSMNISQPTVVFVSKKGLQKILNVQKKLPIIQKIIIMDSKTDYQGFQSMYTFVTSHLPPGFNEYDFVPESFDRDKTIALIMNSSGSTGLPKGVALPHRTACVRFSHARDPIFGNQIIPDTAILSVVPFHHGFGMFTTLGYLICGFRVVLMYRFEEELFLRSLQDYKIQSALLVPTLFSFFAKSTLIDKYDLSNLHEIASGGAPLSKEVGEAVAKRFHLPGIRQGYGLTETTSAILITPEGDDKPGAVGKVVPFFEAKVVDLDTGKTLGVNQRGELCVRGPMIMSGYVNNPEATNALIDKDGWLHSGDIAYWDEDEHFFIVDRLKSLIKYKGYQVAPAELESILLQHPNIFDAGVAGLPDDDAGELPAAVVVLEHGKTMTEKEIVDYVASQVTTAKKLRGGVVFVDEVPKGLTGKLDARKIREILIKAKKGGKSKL
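Inhibitors were tested against purified firefly luciferase in a biochemical, low-substrate format (both substrates at 10uM) and luminescence measured with a CCD imager.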
HEK293 tox – HEK 293 cell cytotoxicity. HEK 293 viability, ATP luminescence (CellTiter-Glo), 48-72 h. Potency, µM (titrated, usually from 115 µM), for inactives: at the top dose activity change, negative = cytotoxicity, most hits filed as inhibitors. actives 6.6% (n = 94,000); also: potency is read from the fitted curve at half-maximal effect; nearly all actives have a fitted effect of over 60% in size
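qHTS cytotoxicity; HEK 293, 250 cells/well; compound pinned; 48 or 72 hr, 37 degree Celsius, 5% CO2, 95% humidity; CellTiter-Glo, 10 min RT; luminescence (ATP).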
GPT2 inhibitor – GPT2 alanine aminotransferase inhibition; Q8TD30; Recombinant GPT2, coupled pyruvate oxidase/HRP Amplex Red fluorescence; Potency, µM (top dose mostly 57.7 µM), for inactives: at the top dose activity change, negative = inhibition, usual class: inhibitors; actives 0.25% (n = 100,000); also: potency is read from the fitted curve at half-maximal effect; nearly all actives have a fitted effect of over 60% in size; many of its hits are not listed in these tables
Target sequence (Q8TD30 whole entry, looked up): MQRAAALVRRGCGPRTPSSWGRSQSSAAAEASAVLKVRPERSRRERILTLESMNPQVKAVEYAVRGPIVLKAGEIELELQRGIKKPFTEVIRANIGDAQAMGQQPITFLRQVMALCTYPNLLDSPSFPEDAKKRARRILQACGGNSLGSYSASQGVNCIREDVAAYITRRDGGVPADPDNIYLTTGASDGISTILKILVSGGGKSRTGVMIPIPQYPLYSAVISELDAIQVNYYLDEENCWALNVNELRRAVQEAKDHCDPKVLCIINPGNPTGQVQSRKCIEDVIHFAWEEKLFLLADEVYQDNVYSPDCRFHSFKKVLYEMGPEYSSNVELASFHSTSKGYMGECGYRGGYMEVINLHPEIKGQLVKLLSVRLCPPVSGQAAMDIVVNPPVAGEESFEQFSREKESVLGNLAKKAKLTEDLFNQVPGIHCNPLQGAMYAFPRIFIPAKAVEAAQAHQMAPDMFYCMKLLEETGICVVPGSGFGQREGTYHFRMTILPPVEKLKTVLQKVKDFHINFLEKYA
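GPT2 10ng/uL, a-KG 250uM, L-Ala 2mM, HEPES pH7.5 + 0.0001% Tween; 30 min RT. Then Amplex mix (PO/HRP/ThPP), 30 min RT dark, fluorescence. AOA 50uM used as positive control.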
NIH3T3 tox – NIH 3T3 cell cytotoxicity | NIH 3T3 viability, CellTiter-Glo ATP luminescence, 48-72 h | Potency, µM (series often up to 96.7 µM), without a hit: at the highest dose activity change, negative = cytotoxicity, hits mostly inhibitors | actives 4.3% (n = 94,000) | AID 1345082; also: potency is read from the fitted curve at half-maximal effect; nearly all actives have a fitted effect of over 55% in size
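First NIH 3T3 cells are plated at 400 cells/well; next compound is pinned in; then plates incubate 48 or 72 hr at 37 °C; finally CellTiter-Glo is added and luminescence read after 10 min.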
SNCA expr inh – inhibitors of alpha-synuclein (SNCA) gene expression. HEK-293 SNCA-luciferase knock-in, luminescence, 24 h. Potency, µM (series often up to 57.2 µM), for the others: at the top dose activity change, negative = inhibition, most hits filed as inhibitors. actives 0.17% (n = 140,000). AID 1671194;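 also: potency is read from the fitted curve at half-maximal effect; plate controls were DMSO cells for no effect and cell-free wells for full effect; nearly all actives have a fitted effect of over 45% in size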
HEK293 viab – reduces viability of HEK-293 SNCA reporter cells; AID 1671193; HEK-293-SNCA-luc viability, GF-AFC fluorescence, 24 h; Potency, µM (series often up to 57.1 µM), without a hit: at the top dose activity change, negative = cytotoxicity, most hits filed as cytotoxic; actives 0.12% (n = 150,000);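 also: potency is read from the fitted curve at half-maximal effect; 0% = DMSO-treated cells and -100% = medium-only wells without cells; nearly all actives have a fitted effect of over 30% in size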
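Cytotoxicity counterscreen: after 24 h compound treatment of genome-edited SNCA-luciferase HEK-293 cells, live-cell protease substrate GF-AFC read by fluorescence after 30 min; activity scaled between DMSO (0%) and medium-only (-100%), curves Hill-fitted.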
An asterisk follows results filed as active; i = inactive; ? = inconclusive; · = not tested or not shown; & = joins results of further samples; [ ] = another dose, or the depositor's remark. Unless noted, calls follow the shape of the dose curve; as a rule, active = well fitted curve in the direction sought with a large enough effect; inconclusive = small, poorly fitted or top-dose-only effect, or another doubt; inactive = no such curve, though single readings can be large; an effect the other way counts as inactive or inconclusive. Unless noted, % is scaled to controls: 0 for no effect and ±100 for the full control effect.

Molecule | IP6K1 inhibitor | FLuc inh | HEK293 tox | GPT2 inhibitor | NIH3T3 tox | SNCA expr inh | HEK293 viab
COc1ccc(CCNC(=O)c2nc3sccn3c2-c2ccc(C)cc2)cc1 | 7 | · | ? | 2%[88.5 µM] | 22µM* | -19%[87.6 µM] | -24%[87.6 µM]
CN(CC1CCOC1)S(=O)(=O)Cc1ccccc1F (centres undefined) | 15 | -10% | -14% | 5% | -1% | 2% | 8%
CC(C)Oc1ccc(C(=O)N2[C@@H]3CC[C@H]2CC(NC(=O)c2ccc(F)cc2)C3)cc1 (some centres undefined) | 4 | -4% | ? | i | -26% | 12% | -1%
CCOCCNC(=O)c1cc(-c2cccc(C(F)(F)F)c2)c2cccn2n1 | 11 | · | ? | i | ? | -21% | -15%
CC(C)c1cc(C(=O)N2Cc3ccc(CN4CCN(C)CC4)cc3C2)c(O)cc1O | 4 | · | · | 3%&1% | · | ? | -42%&-26%
O=C(CN1CCN(CC(=O)Nc2ccccc2F)CC1)Nc1ccc(Cl)c(C(F)(F)F)c1 | 58 | · | · | · | · | 9% | -27%
O=C([C@@H]1C[C@H](F)CN1S(=O)(=O)c1ccc(F)c(Cl)c1)N1CCc2ccccc2C1 | -2 | 0% | -12% | i | -30% | -12% | -4%
CCN(CC)Cc1cnc2c(C(=O)N(C)C(C)c3ccccn3)cnn2c1 (centres undefined) | 7 | 2% | -7% | -14% | -12% | -17% | 4%
COc1ccccc1CN(C)Cc1ccc(F)cc1 | 5 | 4%[172 µM] | ? | i | -22%[138 µM] | -11%[87.6 µM] | 7%[87.6 µM]
O=C(OC(C(F)(F)F)C(F)(F)F)N1CCN(Cc2cccc(Oc3ccccc3)c2)CC1 | 0 | · | · | -1% | · | · | 47%
CS(=O)(=O)NCC(c1ccco1)N1CCN(c2ccccc2)CC1 (centres undefined) | 0 | · | · | · | · | 3% | 13%
Cc1nn(-c2ccccc2)c(OC(=O)c2ccccc2Br)c1S(=O)(=O)c1ccccc1 | -23 | · | · | · | · | 24% | 20%
COc1ccc(CC(=O)NC2CCN(C(=O)c3ccc(-c4cccc(OC)c4)cc3)CC2)cc1 | 1 | · | 45µM* | i | 35µM* | 4% | 3%[12.5 µM]
CC(C)CNC(=O)c1nc2cccnc2n(C2CC2)c1=O | 10 | · | -2%[172 µM] | 2%[88.5 µM] | -11%[138 µM] | 0%[87.6 µM] | 10%[87.6 µM]
COc1ccc(NC(=O)[C@@H]2C[C@@H](c3ccc(F)cc3)N(CCOc3ccccc3)C2)cc1 | 5 | 3%[172 µM] | ? | -25%[88.5 µM] | ? | 1%[87.6 µM] | -19%[87.6 µM]
COc1ccc2nc(NC(=O)c3cc(=O)c4ccccc4o3)sc2c1 | 21 | · | · | · | · | 76%[activator] | -11%
COC(=O)c1ccc(OC)cc1O[C@@H]1O[C@H](CO[C@@H]2OC[C@@H](O)[C@H](O)[C@H]2O)[C@@H](O)[C@H](O)[C@H]1O | 14 | · | · | ? | · | · | 1%[23.9 µM]
COc1ccc(C2CC(=O)Nc3c2c(=O)n(C)c2nc4ccccc4n32)cc1 (centres undefined) | -4 | · | · | · | · | -1% | 0%
Cc1noc(C)c1[S+](=O)([O-])N1CCN(C(=O)c2nc3cccnc3n(CC(C)C)c2=O)CC1 | -11 | · | -5% | i | -7% | 7% | 9%
CCS(=O)(=O)N(C1CC1)C1CCOC2(CCN(C(=O)Nc3cccc(C)c3)CC2)C1 (centres undefined) | 10 | -9% | i | i | -2% | -17% | -4%

Some of the entries above, set out differently.
Values in the order: IP6K1 inhibitor	FLuc inh	HEK293 tox	GPT2 inhibitor	NIH3T3 tox	SNCA expr inh	HEK293 viab
Cc1noc(C)c1[S+](=O)([O-])N1CCN(C(=O)c2nc3cccnc3n(CC(C)C)c2=O)CC1
→ -11	·	-5%	i	-7%	7%	9%
CCS(=O)(=O)N(C1CC1)C1CCOC2(CCN(C(=O)Nc3cccc(C)c3)CC2)C1 (centres undefined)
→ 10	-9%	i	i	-2%	-17%	-4%

New compounds follow.
Molecule | IP6K1 inhibitor | FLuc inh | HEK293 tox | GPT2 inhibitor | NIH3T3 tox | SNCA expr inh | HEK293 viab
O=C(c1ccccc1F)N1CCC2(C1)C(=O)Nc1ccccc12 (centres undefined) | -3 | · | 5% | 1% | i | 31%[activator] | 3%
Cc1nn(-c2ccccc2)c(OC(=O)C(C)C)c1Sc1ccc(Cl)cc1 | -7 | · | · | · | · | -23% | -1%
CN[C@@H](CC(C)C)C(=O)N[C@@H]1C=C(C(=O)N[C@@H](Cc2ccc(O)cc2)C(N)=O)C[C@@H](O)[C@@H]1O | -8 | -5% | 2% | i | i | -21% | 8%
O=C(N[C@H]1CCN2C(=O)c3cc(-c4ccccc4)ccc3NC(=O)[C@H]12)c1cccc(F)c1 | -14 | ? | 89µM* | -15%[88.5 µM] | ? | 11%[87.6 µM] | -18%[87.6 µM]
COc1cc(-c2ccc(C)s2)cc2c1OCCN(Cc1nc[nH]c1C)C2 | 18 | 1% | ? | -29% | ? | -9% | -15%
O=C1NCCCCCCN(C(=O)Nc2ccccc2F)[C@H]2CCCC[C@@H]12 | 6 | -4% | 4% | 1% | ? | -5% | 3%
O=C(c1cnn(-c2cccc(F)c2)c1-n1cccc1)N1CCN(c2ccccc2F)CC1 | 1 | · | · | · | · | ? | 8%
O=C(Cn1ccn2nc(-c3ccccc3)c(CO)c2c1=O)Nc1ccccc1 | 3 | 1% | -2% | i | 3% | -5% | -3%
COC[C@H]1NC(=O)CC[C@H]1C(=O)N1CCc2ccccc21 | 7 | -12% | -12% | 4% | -7% | -4% | -4%
O=C(N1CCCC1c1nc(CCOCC2CC2)no1)C1(c2ccccc2)CC1 (centres undefined) | 7 | 8% | -12% | i | -14% | -1% | 0%
CCOC(=O)C1CCCN(C(=O)c2ccc3c(c2)sc2nc(-c4ccc(C)cc4C)cn23)C1 (centres undefined) | -3 | · | · | · | · | 33%[activator] | -12%
Cc1ccc(-c2cn[nH]c2C2CCCN(C(=O)c3cnc(C)s3)C2)cc1 (centres undefined) | 12 | -3% | ? | i | ? | ? | -22%
COC(=O)c1ccc([C@@H]2Nc3c(OC)ccc(C)c3[C@@H]3C=CC[C@@H]32)cc1 | 9 | · | · | · | · | -17% | -27%
O=C(CCCN1C(=O)C(c2ccccc2)Oc2cccnc21)NCCc1noc(-c2ccncc2)n1 (centres undefined) | 12 | -1% | -23% | -4% | -28% | 4% | -5%[12.5 µM]
O=C(NC[C@H]1O[C@@H]2C[C@@H](CC(=O)N3CCOCC3)O[C@@H]2[C@@H]1O)Nc1cccnc1 | 13 | 5%[172 µM] | i | ? | -2%[174 µM] | -17%[87.6 µM] | 2%[87.6 µM]
CCn1c(C(=O)NCc2ccccc2Br)cc2oc3ccccc3c21 | 12 | · | · | · | · | 23% | -8%
CN1CC(=O)N(C2CCCNCC2)Cc2c1ncnc2N1CCC(N2CCOCC2)CC1 (centres undefined) | 3 | · | 2% | -8% | i | -3% | 1%
Cc1nn(-c2ccccc2)c2c1C(C)N(CC1CN([S+](=O)([O-])c3ccccc3)C1)C2=O (centres undefined) | 13 | · | -31% | · | -33% | · | ·
CCOc1ccc(-c2cc3c(=O)n(CCNC(=O)c4cccc(Cl)c4)ccn3n2)cc1 | -5 | ? | 4% | i | -3% | 55%[activator] | 4%
O=C(Nc1ccccc1F)N1CC(Oc2ccc(-c3noc(-c4ccccc4)n3)cc2)C1 | -1 | ? | ? | i | -16% | 79%[activator] | -1%
CCCCC(=O)Nc1ccc(NC(=O)CCCN2CCCC2=O)cc1 | 1 | 5% | -30% | 4%[11.5 µM] | -16% | 6% | 6%
CC1=C[C@@H](CNC(=O)c2cnccn2)[C@H](C(C)C)C[C@H]1Cc1nc2ccccc2n1C | 2 | -7%[172 µM] | ? | ? | ? | -29%[87.6 µM] | ?
O=C(NCCc1ccc(Cl)cc1)c1ccc2nnc(CC3CC3)n2c1 | 3 | · | ? | 3% | ? | -5% | 6%
CCOCCCNC(=O)CN1C(=O)c2c(c3ccccc3n2C)C1c1ccc(OC)cc1 (centres undefined) | 2 | · | · | · | · | -2% | -2%
CCc1nc(CN2CCN(Cc3ccc(C)o3)C(CCO)C2)c(C)[nH]1 (centres undefined) | 3 | 0% | -21% | i | -8% | 1% | 2%
O=C1OC[C@@H]2CCN(Cc3ccccn3)Cc3ccccc3N12 | -14 | 0%[172 µM] | 2%[172 µM] | -2%[88.5 µM] | 0%[138 µM] | 37%[activator][87.6 µM] | -4%[87.6 µM]
CC(C)CCN1CCC2(C1)C(=NC1CCCCC1)NC(=O)N2c1cc(F)cc(F)c1 (centres undefined) | -7 | · | ? | -12% | 35µM* | ? | -2%
COc1cccc(-c2ccc(CN3CCCC(NC(=O)c4ccncc4)C3)cc2)c1 (centres undefined) | -3 | · | 22µM* | 3% | ? | 6% | -8%
CC(C)c1noc(-c2cn(C3CCCN(C(=O)c4cccc(F)c4)C3)nn2)n1 (centres undefined) | 11 | 10% | -14% | -10% | -5% | -19% | -7%
O=C(Nc1ccc(Cl)cc1)N1CCCC(C(=O)N2CCCC(c3nc4ncccc4[nH]3)C2)C1 (centres undefined) | -4 | · | ? | -26% | 22µM* | ? | -1%
O=C(NCCC1CCN(C(=O)Nc2cc(F)ccc2F)CC1)c1ccc2nc[nH]c2c1 | -10 | -29% | -14% | i | -31% | 7% | ?
Cc1nnc(-c2cc(-c3ccccc3Oc3ccccc3)ccn2)n1Cc1cccnc1 | -10 | 4%[172 µM] | ? | 1%[88.5 µM] | ? | -18%[87.6 µM] | 7%[87.6 µM]
O=C(O)C[C@@H]1CCN(S(=O)(=O)c2ccc(F)cc2)C[C@@H]1CC1=NCCc2cc(F)ccc21 | 10 | -12% | 2% | ? | -21% | -10% | 7%
Cn1c(=O)c(C(=O)NC2CCOC3(CCOCC3)C2)nc2ccccc21 (centres undefined) | 16 | 6% | -16% | -7% | -19% | 44%[activator] | 9%
CN(Cc1ccccc1)Cc1cc(CC2(NCc3cccs3)COC2)no1 | 3 | 2%[172 µM] | ? | 1%[88.5 µM] | -19%[138 µM] | -18%[87.6 µM] | -4%[87.6 µM]
COc1ccc(C(=O)N[C@@H]2CCC[C@@H]2C(=O)NCc2ccncc2)cc1 | 25 | 1% | -2% | i | 0% | -10% | -21%
CN1CC2(CCCN(Cc3cc4ccccc4o3)C2)OC1=O (centres undefined) | 33 | 8% | -37% | i | -20% | -22% | -1%
COc1ccc(Nc2ccnc(N3CCC(C(=O)NCC4CC4)CC3)n2)cc1 | 6 | · | ? | -43% | 40µM* | 17% | -15%[12.5 µM]
Cc1ccc(CNC(=O)c2cc(-c3ccc(Cl)cc3)on2)cc1 | 10 | · | · | · | · | -4% | -16%
O=C(N[C@H]1CCN2C(=O)c3cc(-c4ccsc4)ccc3NC(=O)[C@H]12)c1cccc(F)c1 | 6 | -12% | -12% | ? | -19% | 29% | -13%
CC1CCN(S(=O)(=O)c2ccc3nc(N4CCN(c5ccccc5)CC4)ccc3c2)CC1 | 25 | · | · | · | · | 29% | -6%
Cn1ncc2c(NCCc3nnc(N)s3)nc(-c3ccncc3)nc21 | 2 | 6% | -10% | -6%[11.5 µM] | -30% | 22% | -3%
